# aGal spleen mod – qHTS Assay for Inhibitors and Activators of Human alpha-Galactosidase From Spleen Homogenate | Alpha-galactosidase A (Homo sapiens), P06280 | human spleen homogenate, 4MU-alpha-Gal fluorescence, 40 min | Potency, µM (titrated, usually from 80 µM), for the others: at the highest dose activity change, negative = inhibition, actives largely listed as inhibitors | actives 0.008% (n = 240,000) | AID 2107, 2009;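 note: potency is the fitted concentration of half-maximal effect; 0% = enzyme with vehicle and -100% = no enzyme basal signal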
#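 Fluorogenic readout (Ex 365/Em 440 nm) of 4-methylumbelliferone released from 1 mM 4-MU-alpha-galactoside by spleen homogenate, 40 min at 37C, pH 5.0. Data normalized to no-enzyme and enzyme controls; Hill-equation AC50 from compound titrations.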
# TRb SRC2 PPI – qHTS for Inhibitors of the Interaction of Thyroid Hormone Receptor and Steroid Receptor Coregulator 2. TRbeta-SRC2 peptide binding, fluorescence polarization; receptor liganded with 1 µM T3. Potency, µM (top dose mostly 106 µM), for inactives: at the top dose activity change, negative = inhibition, hits mostly inhibitors. actives 0.065% (n = 280,000). AID 1469, 2008;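 note: potency is the fitted concentration of half-maximal effect; plate controls were bound peptide for no effect and peptide without receptor for full effect; nearly all actives have a fitted effect of over 50% in size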
# Target sequence (P10828 whole entry, looked up): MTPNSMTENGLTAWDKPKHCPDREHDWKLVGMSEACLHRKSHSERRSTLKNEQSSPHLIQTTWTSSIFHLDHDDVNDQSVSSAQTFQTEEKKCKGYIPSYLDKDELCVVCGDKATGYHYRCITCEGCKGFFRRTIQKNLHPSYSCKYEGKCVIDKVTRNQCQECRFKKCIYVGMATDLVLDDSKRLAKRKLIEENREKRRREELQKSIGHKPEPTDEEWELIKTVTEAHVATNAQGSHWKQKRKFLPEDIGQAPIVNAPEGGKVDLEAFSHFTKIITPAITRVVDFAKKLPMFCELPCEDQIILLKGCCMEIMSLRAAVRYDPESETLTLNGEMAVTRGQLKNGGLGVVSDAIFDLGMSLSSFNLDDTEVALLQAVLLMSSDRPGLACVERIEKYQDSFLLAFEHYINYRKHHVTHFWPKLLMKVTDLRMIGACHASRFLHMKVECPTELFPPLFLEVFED
#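 TRb LBD 0.6 uM + Texas Red SRC2 peptide 20 nM, 1 uM T3, Tris buffer w/ 5% DMSO; compound pinned, 5 h RT; FP read ex 555/em 632; normalized to unbound and bound controls.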
# NPSR antagonist – qHTS Assay for Antagonists of the Neuropeptide S Receptor: cAMP Signal Transduction; Q6W5P4; CHO-NPSR cells, cAMP TR-FRET, antagonist mode; actives 1% (n = 220,000); Potency, µM (series often up to 38.3 µM), inactives show at the top dose activity change, negative = inhibition, actives largely listed as inhibitors; note: potency is the fitted concentration of half-maximal effect; % is set by controls: 0 for no effect and ±100 for the full control effect; nearly all actives have a fitted effect of over 50% in size; many of its hits are not listed in these tables
# Target sequence (Q6W5P4 whole entry, looked up): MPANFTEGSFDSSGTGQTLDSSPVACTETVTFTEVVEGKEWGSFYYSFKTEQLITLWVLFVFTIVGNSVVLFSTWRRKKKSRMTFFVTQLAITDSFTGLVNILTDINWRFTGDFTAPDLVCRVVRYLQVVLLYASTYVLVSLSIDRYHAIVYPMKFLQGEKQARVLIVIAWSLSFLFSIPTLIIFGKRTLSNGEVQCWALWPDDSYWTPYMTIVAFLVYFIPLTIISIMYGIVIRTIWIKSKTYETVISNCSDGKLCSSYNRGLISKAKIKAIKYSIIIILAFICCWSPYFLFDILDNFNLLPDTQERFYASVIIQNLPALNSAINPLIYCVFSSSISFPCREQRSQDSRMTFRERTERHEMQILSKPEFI
# Epigenetic derep – Quantitative High-Throughput Screen for Regulators of Epigenetic Control; Potency, µM (series often up to 53.9 µM), for the others: at the top dose GFP activation, hits mostly activators; actives 0.2% (n = 280,000); AID 1865, 2009; murine LDR cells, GFP reporter derepression, 30 h; note: potency is the fitted concentration of half-maximal effect; % of control where 0% means no effect; nearly all actives have a fitted effect of over 60% in size
#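 Murine LDR cells carrying a silenced, genomically integrated CMV-driven GFP reporter were exposed to compound for 30 hours at 37 C. After PBS washes, GFP-positive cells (20–120 um objects) were counted by laser-scanning microplate cytometry.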
# TR SRC2 fluor cs – Total Fluorescence Counterscreen for Inhibitors of the Interaction of Thyroid Hormone Receptor and Steroid Receptor Coregulator 2. TRb/SRC2 Texas Red total fluorescence interference. Potency, µM (highest dose often 106 µM), for inactives: top-dose fluorescence change, negative = quenching. actives 0.29% (n = 280,000). AID 1479, 2009; active = well fitted curve in either direction with a large enough effect; inconclusive = small, poorly fitted or top-dose-only effect; note: potency is the fitted concentration of half-maximal effect; % is set by controls: 0 for no effect and ±100 for the full control effect
#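 Flags fluorescent or light-absorbing compounds by total fluorescence, S + 2P, at 555 nm excitation and 632 nm emission. Mixture: 20 nM Texas Red SRC2 peptide, 0.6 uM human TRb LBD, 1 uM T3, 5% DMSO; compound exposure 5 h at ambient temperature.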
# Tau FP inhib – qHTS for Inhibitors of Tau Fibril Formation, Fluorescence Polarization. actives 0.39% (n = 280,000). K18 P301L tau heparin fibrillization, Alexa594 FP, 6 h. Potency, µM (series often up to 57.7 µM), inactives show top-dose activity, negative = inhibition, hits mostly inhibitors. Microtubule-associated protein tau (Homo sapiens), P10636; note: potency is the fitted concentration of half-maximal effect; % is set by controls: 0 for no effect and ±100 for the full control effect; nearly all actives have a fitted effect of over 55% in size
# Target sequence (P10636 561-689 P618L limits assumed): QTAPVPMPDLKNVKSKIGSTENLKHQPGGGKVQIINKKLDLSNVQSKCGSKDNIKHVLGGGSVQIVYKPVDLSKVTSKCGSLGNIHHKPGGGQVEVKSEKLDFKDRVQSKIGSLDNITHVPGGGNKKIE
#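 K18 P301L tau (15 uM unlabeled/0.24 uM Alexa 594-labeled, final) + compound + heparin 20 uM final; 100 mM NaOAc pH 7; 6 hr 37 C; ThT 30 uM final added, 1 hr RT; FP ex 555/em 632 nm.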
# CBFb RUNX1 block – qHTS Assay for Compounds Blocking the Interaction Between CBF-beta and RUNX1 for the Treatment of Acute Myeloid Leukemia; Runt-related transcription factor 1 (Homo sapiens) + Core-binding factor subunit beta …; AlphaScreen CBFb-His/RUNX1-biotin binding, biochemical; Potency, µM (titrated, usually from 59.8 µM), for inactives: top-dose activity, negative = inhibition, most hits filed as inhibitors; 230,000 tested, under 10 active; AID 1477, 2009; note: % of control where 0% means no effect
#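 His-tagged CBF-beta and biotinylated RUNX1 (30 nM each) were premixed 20 min at room temperature, exposed to compound for 15 min, then given nickel-chelate and streptavidin AlphaScreen beads (50 ng each). After 90 min, AlphaScreen signal was read.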
# Tau fluor cs – Counterscreen qHTS for Inhibitors of Tau Fibril Formation, Fluorescence Polarization. tau K18 P301L Alexa594 fluorescence, heparin fibrillization. Potency, µM (highest dose often 57.7 µM), for inactives: at the highest dose activity change, negative = decrease. actives 0.93% (n = 280,000). AID 1463, 2008; note: potency is the fitted concentration of half-maximal effect; % is set by controls: 0 for no effect and ±100 for the full control effect; nearly all actives have a fitted effect of over 55% in size
#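 Human tau K18 P301L (15 uM unlabeled, 0.24 uM Alexa 594-labeled) in 100 mM sodium acetate pH 7 with 20 uM heparin, 6 hr at 37 C. ThT 30 uM added, 1 hr ambient; Alexa 594 FP and total fluorescence read at 555/632 nm.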
# * = called active by the depositor; ? = inconclusive; / = no result given; [ ] = remark or other dose. Unless noted, calls come from the whole dose curve; as a rule, active = well fitted curve in the direction sought with a large enough effect; inconclusive = small, poorly fitted or top-dose-only effect, or another doubt; inactive = no such curve, though single readings can be large; an effect the other way counts as inactive or inconclusive. Only part of the results is shown; rates above refer to the full screens.
SMILES,aGal spleen mod,TRb SRC2 PPI,NPSR antagonist,Epigenetic derep,TR SRC2 fluor cs,Tau FP inhib,CBFb RUNX1 block,Tau fluor cs
CCSc1nc(-c2ccccc2)nc2c1CCCC2,-5%,-5%,-29%,4.2%,0%,-5%,7%,-7%
O=C(NNC1CC(=O)N(c2cccc(Cl)c2)C1=O)c1cccnc1 (stereo not given),2%,-5%[53 µM],13%,-1.3%,-2%[53 µM],-2%,-1%,-3%
CC12CCC(C(=O)N3CCC(Cc4ccccc4)CC3)(C(=O)C1=O)C2(C)C (stereo not given),-1%,-2%,-26%,-0.2%,-3%,-2%,3%,-3%
O=C(COC(=O)CNC(=O)c1ccc(Cl)cc1)Nc1cccc(S(=O)(=O)N2CCCC2)c1,4%,0%,6%,1.5%,1%,-20%,11%,-22%
Cc1c(-c2ccccc2)[n+](=O)c2c(n1[O-])CCCCC2,4%,-3%[53 µM],9%,-1.3%,0%[53 µM],4%,1%,8%
S=C(N/N=C/c1ccccc1Cl)Nc1ccccc1,4%,0%,?,0.1%,6%,-1%,0%,-12%
CC(C)C12CN3CC(C(C)C)(CN(C1)C3c1ccc([N+](=O)[O-])o1)C2=O (stereo not given),7%,3%,8%,-4.3%,1%,-3%,4%,8%
CCOc1ccc(CNC(=O)c2ccccc2NC(=O)c2nsc3ccccc23)cc1,/,-14%,/,8.7%,-3%,?,/,-4%
CC1(C)CC(=O)C2=C(C1)N=C1SCCC(=O)N1C2c1ccccc1 (stereo not given),4%,-8%,-29%[46.1 µM],0.0%,0%,-7%,-3%,0%
COc1cc2c(C)nc3c(c(C)nn3-c3ccccc3)c2cc1OC,-3%,6%,-30%,6.2%,-1%,-7%,3%,-10%
CC(CNC(=O)c1cccs1)c1ccc([N+](=O)[O-])cc1 (stereo not given),3%,1%,9%,-10%,-5%,1%,8%,-4%
CCCC(=O)Nc1ccc(NC(=O)c2ccccc2Cl)nc1,1%,-4%,2%[46.1 µM],0.0%,-5%,4%,5%,-5%
Cc1ccsc1C(=O)Nc1ccc2c(c1)OCCO2,-2%,0%,-10%[46.1 µM],0.0%,-1%,3%,0%,-4%
Cc1cc(C)nc(Sc2nc(C)nc3c2oc2ccccc23)n1,-14%,2%,-3%[46.1 µM],-0.9%,5%,-3%,3%,-8%
O=C(Cn1nnc(-c2ccccc2)n1)OC1CCOC1=O (stereo not given),6%,-13%,9%[7.67 µM],0.3%,1%,-11%,0%,0%
CC(C)n1c(=O)c2c(O)cc(=O)oc2c2ccccc21,-16%,-1%,-14%[46.1 µM],1.8%,0%,2%,3%,-5%
COCCNC(=O)Nc1ccc2c(c1)N(C)C(=O)CS2,0%,-10%,-6%[46.1 µM],4.5%,0%,3%,1%,-27%
CCOC(=O)C1(S(=O)(=O)c2ccc(Cl)cc2)CCN(Cc2ccccc2)CC1,-12%,-2%,-22%[46.1 µM],-1.1%,-5%,1%,1%,-14%
Cc1ccc2nc(-c3ccc(NC(=O)C(F)(F)F)cc3)sc2c1,/,6%,/,-2.2%,-1%,-8%,/,-16%
CCCc1ccc(-c2c(C)sc(NC(=O)c3ccnn3C)c2C#N)cc1,-6%,1%,-17%[46.1 µM],-0.2%,-6%,2%,0%,-25%

# Reformatted with each value named: entries from further up.
SMILES: O=C(COC(=O)CNC(=O)c1ccc(Cl)cc1)Nc1cccc(S(=O)(=O)N2CCCC2)c1
  aGal spleen mod: 4%
  TRb SRC2 PPI: 0%
  NPSR antagonist: 6%
  Epigenetic derep: 1.5%
  TR SRC2 fluor cs: 1%
  Tau FP inhib: -20%
  CBFb RUNX1 block: 11%
  Tau fluor cs: -22%

SMILES: Cc1cc(C)nc(Sc2nc(C)nc3c2oc2ccccc23)n1
  aGal spleen mod: -14%
  TRb SRC2 PPI: 2%
  NPSR antagonist: -3%[46.1 µM]
  Epigenetic derep: -0.9%
  TR SRC2 fluor cs: 5%
  Tau FP inhib: -3%
  CBFb RUNX1 block: 3%
  Tau fluor cs: -8%

SMILES: CCOc1ccc(CNC(=O)c2ccccc2NC(=O)c2nsc3ccccc23)cc1
  aGal spleen mod: /
  TRb SRC2 PPI: -14%
  NPSR antagonist: /
  Epigenetic derep: 8.7%
  TR SRC2 fluor cs: -3%
  Tau FP inhib: ?
  CBFb RUNX1 block: /
  Tau fluor cs: -4%

# (listing goes on)
SMILES,aGal spleen mod,TRb SRC2 PPI,NPSR antagonist,Epigenetic derep,TR SRC2 fluor cs,Tau FP inhib,CBFb RUNX1 block,Tau fluor cs
CCCCNC(=S)Nc1cc([N+](=O)[O-])ccc1C,9%,-4%[53 µM],7%,-1.3%,-1%[53 µM],2%,7%,2%
COC(=O)c1ccc(Sc2nnnn2-c2ccccc2)c([N+](=O)[O-])c1,-8%,-1%,6%[46.1 µM],0.0%,-5%,?,-7%,?
COc1ccc(CCNS(=O)(=O)c2cccs2)cc1,1%,-3%,0%[46.1 µM],-0.9%,-4%,-10%,9%,-1%
CCN1CCN(C(=O)Nc2cccc(C(F)(F)F)c2)CC1,-2%,1%,7%[46.1 µM],-1.0%,0%,6%,-1%,-4%
NC(=O)c1ccsc1NC(=O)c1ccc(S(=O)(=O)N2CCCc3ccccc32)cc1,-8%,1%,-59%,6.8%,0%,?,2%[2.36 µM],?
O=C1S/C(=C\c2ccc(O)c([N+](=O)[O-])c2)C(=O)N1c1ccccc1Cl,1%,-10%,-34%,-5.0%,-2%,-5%,-1%,?
CCOc1ccccc1Nc1nc(-c2ccc(C)cc2)c(CC(=O)O)s1,/,-6%,/,7.7%,?,?,/,-19%
COc1ccc(OC)c(C2C(C(=O)c3cc4ccccc4o3)=C(O)C(=O)N2c2cc(C)on2)c1 (stereo not given),-2%,2%,?,-0.9%,-2%,-17%,-5%,-11%
CCn1c(CCNC(=O)c2ccc(F)cc2)nc2ccccc21,14%,-24%,-15%[46.1 µM],-0.8%,-2%,4%,20%,2%
Cc1cc(C)c(NC(=S)NC(=O)c2c(Cl)c(C)nn2C)c([N+](=O)[O-])c1,0%,-3%,-12%,0.1%,-1%,0%,-11%,-19%
Cn1cnnc1SCC(=O)NC1CCCc2ccccc21 (stereo not given),-3%,3%,10%,1.1%,-3%,0%,14%,-4%
CC1C(=O)NC(=O)C1c1ccccc1 (stereo not given),-6%,0%,26%,1.3%,-3%,-3%,-2%,-7%
O=C(OCn1cncn1)c1ccc(Cl)cc1Cl,5%,-26%,2%[46.1 µM],1.9%,0%,9%,8%,-3%
CC(=O)NC(Cc1ccccc1C)C(=O)NC1CCN(c2ncccc2[N+](=O)[O-])CC1 (stereo not given),2%,5%,14%,-1.1%,-2%,8%,3%,1%
CC1=CC(=C(C#N)c2nc3ccccc3s2)C=C(C)N1c1ccc(F)cc1,-28%,-4%,-2%,6.3%,-29%,16%,13%,?
CCNc1nc(Oc2ccc(OC)cc2)cc(C(F)(F)F)n1,-10%,-3%,-15%,2.3%,-2%,1%,10%,-13%
CC(C)C[C@@H](CC(=O)N[C@@H](CCC(=O)O)CC(=O)O)NC(=O)[C@@H]1CNCC[C@H]1NC(=O)C[C@@H](NC(=O)C[C@H](Cc1ccccc1)NC(=O)[C@@H]1CNCC[C@H]1N)C(C)C,-10%,2%,/,2.3%,-4%,6%,7%,1%
CCOC(=O)N1CCN(C(=O)CSCC(=O)Nc2nc(-c3ccc4c(c3)OCO4)cs2)CC1,1%,0%,-15%[46.1 µM],-0.3%,2%,1%,-1%,-21%
COC(=O)c1ccc(CN2CCCCC2)cc1,-2%,10%,-5%,-1.0%,-3%,8%,9%,-3%
O=C(COc1ncnc2sccc12)Nc1ccc2c(c1)OCCO2,2%,-6%,2%[46.1 µM],-0.5%,-1%,5%,-1%,-2%
NC1=NC(=Nc2cccc(S(=O)(=O)N3CCOCC3)c2)c2ccccc21,-11%,-2%,-8%,-0.5%,-2%,-2%,1%,1%
CCOC(=O)c1c(-c2ccccc2Cl)csc1NC(=O)CSc1nc(C)cc(=O)[nH]1,3%,7%[53 µM],-19%,0.0%,-2%[53 µM],5%,-18%,8%
Cc1nnc(SCC(N)=O)n1CCc1ccccc1,-13%,3%,9%[46.1 µM],-1.0%,-5%,-2%,2%,5%
COc1cc(C2CC(=O)Oc3cc(O)ccc32)cc(OC)c1OC (stereo not given),11%[119 µM],6%,/,0.1%,-7%,-2%[81.3 µM],4%[89.1 µM],-8%[81.3 µM]
COc1ccc(CN2CCCC(C(=O)N(C)Cc3ccccc3)C2)cc1OC (stereo not given),2%,-1%,3%[46.1 µM],-1.9%,-3%,9%,-1%,-3%
CC(=O)Nc1ccc(N/C=C2/CCCC2=O)cc1,14%,2%,-7%,0.0%,-6%,-1%,12%,-15%
COC(=O)CNC(=O)c1cccc(-c2ccc(OC)cc2)c1,0%,8%,-6%,-9.5%,2%,4%,-2%,9%
COc1ccc(C)cc1NC(=O)CN1C(=O)COc2ccc(S(=O)(=O)NC3CCCC3)cc21,/,0%,/,0.8%,-14%,6%,/,-8%
COC(=O)c1c(NC(=O)C2C3CCC(O3)C2C(=O)O)sc2c1CCCCCC2 (stereo not given),4%,-1%,21%,-1.1%,0%,-6%,-5%,4%

# Part of the list above with just aGal spleen mod, Epigenetic derep and CBFb RUNX1 block:
molecule | aGal spleen mod | Epigenetic derep | CBFb RUNX1 block
Cc1nnc(SCC(N)=O)n1CCc1ccccc1 | -13% | -1.0% | 2%
COc1ccc(C)cc1NC(=O)CN1C(=O)COc2ccc(S(=O)(=O)NC3CCCC3)cc21 | / | 0.8% | /

# Bioassay records (PubChem)
